PKM2 act – PKM2 (human) enzyme activation. purified PKM2, Kinase-Glo ATP luminescence, activation; response scale: 0% is enzyme alone, no compound. Potency, µM (series often up to 57.5 µM), inactives show top-dose activation, most hits filed as activators. 260,000 compounds, 0.34% hits; note: potency is the fitted concentration of half-maximal effect; % is set by controls: 0 for no effect and ±100 for the full control effect; nearly all actives have a fitted effect of over 55% in size
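Kinase-Glo luminescence reports ATP generated from ADP (0.1 mM) and PEP (0.5 mM) by purified hPK-M2 after 1 h at room temperature, pH 7.2 imidazole buffer; intermediate enzyme activity allows detecting inhibitors and activators.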
Menin MLL FP TR – inhibitors of human menin-MLL interaction, mutant MLL peptide. AID 1768. Potency, µM (doses to about 61.6 µM), for inactives: top-dose FP activity change, negative = inhibition, hits mostly inhibitors. 270,000 compounds, 0.23% hits. Menin + Texas Red MLL mutant peptide, fluorescence polarization; active = well fitted inhibition curve with a large enough effect in the polarisation, with a control signal flat, not every such curve was filed as active; inconclusive = small, poorly fitted or top-dose-only effect, or effect the other way, or a change in a side signal; inactive = no such curve, though single readings can be large or run the other way; the % refers to the polarisation; note: potency is the fitted concentration of half-maximal effect; % of control where 0% means no effect; many of its hits are not listed in these tables
Mito fusion act – inhibitors of mitochondrial division or activators of mitochondrial fusion; S. cerevisiae fusion-defective mutant growth rescue, CellTiterGlo 48 h; Potency, µM (series often up to 46.1 µM), for inactives: at the top dose growth rescue (activation), actives largely listed as activators; 320,000 compounds, 0.23% hits; AID 485298;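 note: potency is the fitted concentration of half-maximal effect; % of control where 0% means no effect; nearly all actives have a fitted effect of over 45% in size; temperature-sensitive fusion mutants such as fzo1-1 at 37 °C on non-fermentable ethanol glycerol medium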
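Luminescent cell viability in 1536-well qHTS format served as the measure of rescued growth in ts fusion-mutant S. cerevisiae cultured on non-fermentable YPEG for 48 hours at 37C.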
MBNL1 CUG block – inhibitors of human MBNL1 binding to CUG repeat RNA; AID 2675; 280,000 compounds, 0.036% hits; TR-FRET MBNL1-His/biotin-(CUG)12 binding, 665/545 ratio; Potency, µM (series often up to 57.5 µM), without a hit: at the highest dose activity change, negative = inhibition, actives largely listed as inhibitors; Q9NR56; active = well fitted inhibition curve with a large enough effect in the signal ratio, with a control signal flat, not every such curve was filed as active; inconclusive = small, poorly fitted or top-dose-only effect, or effect the other way, or a change in a side signal; inactive = no such curve, though single readings can be large or run the other way; the % refers to the signal ratio; note: potency is the fitted concentration of half-maximal effect; % is set by controls: 0 for no effect and ±100 for the full control effect
Target sequence (Q9NR56 whole entry, looked up): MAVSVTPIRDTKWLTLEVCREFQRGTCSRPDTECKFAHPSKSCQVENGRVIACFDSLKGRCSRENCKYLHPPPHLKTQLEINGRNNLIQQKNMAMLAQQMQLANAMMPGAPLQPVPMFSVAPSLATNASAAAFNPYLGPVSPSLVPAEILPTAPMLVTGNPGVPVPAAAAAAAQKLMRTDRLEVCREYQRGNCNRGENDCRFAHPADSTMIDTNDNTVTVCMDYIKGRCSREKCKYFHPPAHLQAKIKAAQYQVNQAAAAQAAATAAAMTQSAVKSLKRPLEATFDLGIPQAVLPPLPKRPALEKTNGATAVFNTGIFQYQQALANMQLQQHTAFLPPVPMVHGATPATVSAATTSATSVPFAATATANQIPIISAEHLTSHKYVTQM
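MBNL1-His + Biotin-(CUG)12, cpd titration 92 nM–58 uM; Tb anti-His Ab 0.055 ng/ul, SA-XL665 5 nM (final); 60 min RT; ratiometric 665/545 nm, Ex 340 nm; normalized to buffer and full-complex controls.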
Eya2 phos inh – Eya2 (human) phosphatase inhibition; recombinant Eya2, OMFP fluorescence dephosphorylation (OMFP is methylfluorescein phosphate); AID 488837; 330,000 compounds, 0.006% hits; Potency, µM (series often up to 76.9 µM), inactives show top-dose activity, negative = inhibition, usual class: inhibitors; note: potency is the fitted concentration of half-maximal effect; % is set by controls: 0 for no effect and ±100 for the full control effect
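Eya2 protein (added as 0.2 uM solution) was preincubated with compound for 10 min at ambient temperature in 50 mM HEPES pH 7.5, 50 mM NaCl, 5 uM MgCl2, 0.05% BSA, 1 mM DTT. OMFP (added at 50 uM) then reacted 10 min; fluorescence read at 485/525 nm.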
USP2a block – blocks human ubiquitin-specific protease USP2a. USP2 core, Ub-CHOP2 coupled fluorogenic reporter, 485/531. Potency, µM (top dose mostly 38.3 µM), for the others: top-dose activity change, negative = inhibition, hits mostly inhibitors. 330,000 compounds, 0.01% hits. AID 463254;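 note: potency is the fitted concentration of half-maximal effect; plate controls were DMSO wells for no effect and full inhibition by NEM control for full effect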
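Cell-free coupled assay: 10nM USP2 core preincubated 30min RT with compound in Tris-HCl pH 8.0/CaCl2/CHAPS buffer, then 25nM Ub-CHOP2 and 25nM reporter substrate; fluorescence (Ex 485/Em 531) read after 60min RT, normalized to NEM inhibition, concentration-response curves fitted.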
TSHR antag – human thyrotropin receptor antagonism; P16473; TSHR-expressing cells, TSH-stimulated cAMP HTRF, 2 h; stronger effect = lower value; activity change, negative = inhibition, % at 11.5 µM; 330,000 compounds, 0.2% hits;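 active = activity change below a set negative limit, meaning inhibition stronger than a set level, cut at about -70% in these data; inconclusive = activity change between two set negative limits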; note: % is set by controls: 0 for no effect and ±100 for the full control effect
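TSHR-expressing cells, 200/well, pre-treated with compound, then stimulated with EC80 TSH (4nM final) for 2 hours at 37 deg C. cAMP measured by competitive HTRF: anti-cAMP cryptate antibody in lysis buffer plus cAMP-d2, read after 30 minutes at room temperature.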
GALK inhibitor – galactokinase (human) inhibition; P51570; Purified GALK, Kinase-Glo residual ATP luminescence; Potency, µM (doses to about 57.5 µM), without a hit: top-dose activity change, negative = inhibition, actives largely listed as inhibitors; 270,000 compounds, 0.007% hits; AID 1868; note: potency is the fitted concentration of half-maximal effect; % is set by controls: 0 for no effect and ±100 for the full control effect
Target sequence (P51570 whole entry, looked up): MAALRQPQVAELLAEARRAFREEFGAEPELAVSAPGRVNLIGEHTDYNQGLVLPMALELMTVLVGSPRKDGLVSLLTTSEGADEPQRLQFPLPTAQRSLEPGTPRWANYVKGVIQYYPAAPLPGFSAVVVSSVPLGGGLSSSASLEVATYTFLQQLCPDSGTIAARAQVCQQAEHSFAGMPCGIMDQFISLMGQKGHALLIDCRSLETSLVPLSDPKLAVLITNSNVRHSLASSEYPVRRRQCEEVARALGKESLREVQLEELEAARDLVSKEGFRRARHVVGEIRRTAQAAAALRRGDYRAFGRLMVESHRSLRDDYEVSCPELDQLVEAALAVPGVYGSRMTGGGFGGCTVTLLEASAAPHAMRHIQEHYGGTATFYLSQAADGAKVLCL
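The enzyme phosphorylates galactose (100 uM) using ATP (35 uM); inhibition is detected as higher residual ATP, quantified by bioluminescence after 1 h reaction at room temperature, pH 8.0.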
BCR signal inh – chronic active BCR signaling inhibition | ABC-DLBCL IkBa-CBG/CBR reporter, luminescence ratio, 4 h | Potency, µM (top dose mostly 46.1 µM), for inactives: at the highest dose ratio change, negative = lower green/red ratio, hits mostly inhibitors | 340,000 compounds, 0.05% hits | AID 493014; active = well fitted inhibition curve with a large enough effect in the signal ratio, with a control signal flat, not every such curve was filed as active; inconclusive = small, poorly fitted or top-dose-only effect, or effect the other way, or a change in a side signal; the % refers to the signal ratio;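 note: potency is the fitted concentration of half-maximal effect; plate controls were basal doxycycline-induced cells for no effect and cells given 10 µM MG132 for full effect; MG132 reads +100%, hits lower the ratio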
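Compounds up to 46 uM were incubated four hours with TMD8 cells whose green CBG68 luciferase is fused to IkappaBalpha; red CBR luminescence normalised the signal, and concentration-effect curves were fitted to fusion, red and ratio data.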
S-ASM inh – human S-ASM enzyme inhibition; AID 504937; P17405; Potency, µM (series often up to 57.5 µM), for the others: top-dose activity change, negative = inhibition, hits mostly inhibitors; 340,000 compounds, 0.006% hits; placental ASM, HMU-PC fluorogenic substrate, 60 min; note: potency is the fitted concentration of half-maximal effect
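qHTS format. ASM enzyme prepared from human placenta hydrolyses the fluorogenic substrate HMU-PC0 (9 uM final) over 60 min at 37 °C after a 10 min compound preincubation.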
hERG WT inh – blocks the wildtype human KCNH2 potassium channel. 340,000 compounds, 0.37% hits. Q12809. U2OS, BacMam KCNH2, thallium flux FluxOr; stronger effect = lower value. activity change, % at 1.84 µM;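 active = maximum activity change below -70%; inconclusive = maximum activity change between -70% and -50%; inactive = maximum activity change above -50%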; note: % is set by controls: 0 for no effect and ±100 for the full control effect
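U2OS cells were transduced with wild-type KCNH2 virus (2.03 x 10^8 / mL) for 4 h at room temperature, then cultured overnight at 37 C. Thallium flux was read with FluxOr dye. Rate constants were normalized to DMSO controls.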
Active calls of the source: *; ? = inconclusive; · = not tested or not shown; & = joins results of further samples; [ ] = remark or other dose. Unless noted, calls come from the whole dose curve; as a rule, active = well fitted curve in the direction sought with a large enough effect; inconclusive = small, poorly fitted or top-dose-only effect, or another doubt; inactive = no such curve, though single readings can be large; an effect the other way counts as inactive or inconclusive. The list is partial; the hit share may differ from the screen's.

SMILES	PKM2 act	Menin MLL FP TR	Mito fusion act	MBNL1 CUG block	Eya2 phos inh	USP2a block	TSHR antag	GALK inhibitor	BCR signal inh	S-ASM inh	hERG WT inh
Cc1cccc(NC(=O)C2CCCN(c3nc(C)cc(C)n3)C2)c1 (stereo unspecified)	-8%	-4%	-2%	-4%	3%	-1%	·	3%	-1%	4%	3
COCCN(CCOC)S(=O)(=O)c1ccc(C(=O)Nc2nnc(COC)o2)cc1	5%	0%	-2%	-5%	1%	6%	26	1%	6%	0%	-1
COc1ccccc1N1CCN(C2CCN(C(=O)COc3ccccc3)CC2)CC1	-1%	-16%	1%	5%	4%	3%	-8	0%	?	1%	-3
CCOc1ccccc1N1CCN(c2nc3ccccc3nc2C(C#N)C(=O)OC)CC1 (stereo unspecified)	-8%	1%	-2%	-6%	-1%	1%	3	7%	6%	1%	2
COc1cc(OC)c(N(C)C(=O)CCNC(=O)Cn2cnc3ccccc3c2=O)cc1Cl	4%	-11%	-3%	-4%	-19%	5%	-17	-2%	?	0%	-22
CC(=O)c1cccc(NC(=O)Cn2cnc(S(=O)(=O)N3CCOCC3)c2)c1	·	·	1%	-7%	-5%	3%	-1	7%	1%	11%	7
CC(=O)C1C(c2ccc(O)cc2)NC(=O)NC1(O)C(F)(F)F (stereo unspecified)	-4%	·	3%	-8%	3%	1%	1	2%	-2%	3%	26
O=C(C[C@H]1C/C=C\C[C@H](Cc2ccc(F)cc2)C(=O)O[C@@H](c2ccccc2)CNC1=O)NCCO	·	·	·	·	4%	4%	-16	·	0%	1%	-11
N#Cc1c2ncn(CC(=O)c3ccc(Br)cc3)c(=O)c2c2n1CCC2	-1%	-5%	4%	9%	-4%	3%	-8	1%	0%	-1%	-6
O=C(Nc1cc([N+](=O)[O-])ccc1O)c1cccc(NC(=O)c2ccco2)c1	2%[11.5 µM]	?	1%	?	18%	-1%	-13	-6%	?	-3%	4
Cc1ccc(C)c(NC(=O)CSc2nnc(C)c(=O)n2N)c1	20%	7%	-5%	·	4%	-1%	5	1%	-7%	-1%	-3
COc1cc(NC(C)=O)ccc1-c1cc2ccccc2oc1=O	-10%	14%	?	-1%	-7%	-1%	24	3%	5%	134%[activator]	-11
CN1CCN(c2ccc(C(=O)NC3CCCCC3)cc2[N+](=O)[O-])CC1	-8%	-12%	0%	?	?	3%	1	0%	-4%	2%	-1
CCOC(=O)Cc1csc(NC(=O)CCCN2C(=O)c3ccccc3C2=O)n1	-10%	3%	0%	8%	6%	0%	0	1%	?	-1%	-2
COc1ccccc1N1CCN(C(=O)COc2ccc(S(=O)(=O)NC(C)(C)C)cc2)CC1	1%	-9%	-3%	-10%	-9%	1%	-9	-1%	2%	·	·
CC(C)Cc1c2c([nH]c(=S)c1C#N)CCCC2	-1%	3%	6%	9%[11.5 µM]	9%	6%	7	·	0%	4%	3
Cc1cc(NC(=O)CN(C)S(=O)(=O)c2cccc(Cl)c2)no1	6%	-11%	3%	-10%	-10%	0%	-30	1%	-2%	-5%	7
CCOC(=O)c1cnc2c(OC)cccc2c1N1CCN(c2ccc(OC)cc2)CC1	5%	?	15%	?	-34%	-15%	2	0%	?	-11%	2
Cc1nc2ccc(NC(=S)NCc3ccccc3)cc2nc1C	0%	12%	3%	?	15%	0%	7	7%	?	9%	-8
COc1ccc(C(=O)N2CCN(Cc3ccc(OC)c(OC)c3)CC2)cc1	-1%	?	2%	-7%	?	0%	13	-5%	-1%	0%	-2
Cc1ncc(S(=O)(=O)c2ccccc2)c(-c2ccccc2Cl)n1	4%	7%	-1%	-8%	-4%	-3%	17	1%	17%	-2%	2
COc1cc(C(N)=O)ccc1OCc1ccccc1	4%	4%	10%	1%	·	·	·	3%	·	3%	0
COc1ccc(CNC(=O)COC(=O)CNC(=O)c2sc3ccccc3c2Cl)cc1OC	·	·	0%	·	13%	-3%	-4	·	5%	-2%	-5
CC(=O)NC(Cc1ccc(C(C)C)cc1)C(=O)NC1CCN(C(=O)c2cccc(C)c2)CC1 (stereo unspecified)	1%	-8%	-10%	-1%	1%	1%	-6	0%	?	0%	5
CC(NC(=O)c1cc(-c2ccccc2)nc2ccccc12)C1CCCO1 (stereo unspecified)	-3%	-9%	8%	-1%	-6%	0%	-1	9%	-1%	·	·

(list continues)
SMILES	PKM2 act	Menin MLL FP TR	Mito fusion act	MBNL1 CUG block	Eya2 phos inh	USP2a block	TSHR antag	GALK inhibitor	BCR signal inh	S-ASM inh	hERG WT inh
O=C(NCc1nc2ncc(Br)cc2[nH]1)c1ccccc1	-1%	-4%	3%	-2%	9%	2%	6	2%	4%	-1%	7
COc1ccc(N2CCN(CC(O)COC(c3ccccc3)c3ccccc3)CC2)cc1 (stereo unspecified)	-3%	-11%	-12%	9%	-26%	-2%	1	-4%	10%	0%	?
COc1ccc(Cl)cc1S(=O)(=O)NC(C)C(=O)NCCCn1ccnc1 (stereo unspecified)	·	·	4%	·	11%	1%	7	·	-8%	7%	0
CN1C(=O)[C@@H]2[C@H](C1=O)[C@@H]1C(=O)Nc3ccccc3C(=O)N1[C@@H]2c1ccc(F)cc1	-3%	5%	-1%	5%	-6%	0%	5	·	2%	13%	0
C[C@@H]1[C@H]2CCCC[C@H]2CN(C(=O)OC(C)(C)C)[C@@H]1c1cn(Cc2ccccc2)c2ccc(F)cc12	·	·	·	·	-5%	-1%	10	·	?	0%	-10
N#CC(C#N)=C1NC2(CCCC2)Cc2ccccc21	4%	-3%	-12%	·	0%	1%	-11	1%	?	-5%	-9
CN(C)CCC1CCN(c2cc(C#N)c(C#N)cc2[N+](=O)[O-])CC1	-9%	-11%	4%	·	-3%	0%	-14	1%	6%	-12%	1
CCOc1ccc(CCNC(=O)COC(=O)CNS(=O)(=O)c2ccc(C)cc2)cc1OCC	·	·	-2%	·	10%	1%	-5	·	-19%	0%	0
O=C(O)c1ccc2c(=O)[nH]c(CN3CCOCC3)nc2c1	-3%	·	0%	-5%	-1%	4%	15	0%	16%	4%	-9
CCCn1c(SCC(=O)NC2CCCc3ccccc32)n[nH]c1=O (stereo unspecified)	0%	6%	3%	-4%	10%	1%	-7	11%	0%	-1%	-1
CCNCc1cc(Cl)c(OCc2ccccc2)c(OCC)c1	11%	?	10%	-5%	-7%	1%	5	-2%	?	0%	24
Cc1nnc(SCC(=O)N2CCOCC2)s1	0%	3%	2%	-13%	17%	1%	-4	0%	3%	6%	-7
CC1(C)C(=O)Nc2ccccc2N1C(=O)CSc1nnc2ccccn12	0%	1%	-11%	·	3%	2%	6	3%	0%	0%	8
COc1ccccc1/C=C/C(=O)N1CCC(c2ccccc2)C1 (stereo unspecified)	3%	-11%	12%	-7%	-10%	-2%	17	2%	?	5%	5
C=CCn1c(SCC(=O)N2CCN(CCO)CC2)nc2sc3c(c2c1=O)CCC3	-1%	·	0%	-6%	-3%	7%	-1	1%	?	1%	-12
CCC(C)c1ccc2oc(-c3ccc(NC(=O)Cn4cnc5c(=O)n(C)c(=O)n(C)c54)cc3)nc2c1 (stereo unspecified)	2%	11%	8%	1%	4%	-1%	-10	0%	1%	-4%	-12
O=C(COC(=O)/C=C/c1cccs1)Nc1ccccc1Cl	0%	9%	-2%	4%	-4%	-2%	2	11%	?	-2%	1
O=C(Nc1ccccc1N1CCOCC1)c1ccc([N+](=O)[O-])s1	·	·	·	·	-4%	-1%	-10	·	1%	-4%	7
COc1ccc2c(c1)O[C@H](c1ccc3c(c1)OCO3)[C@@H](O)C2=O	-3%	11%&8%	3%	-10%	2%	0%	-1	·	-5%	0%	-3
CCOc1ccc(C2/C(=C(\O)c3ccc4c(c3)OCCO4)C(=O)C(=O)N2CCCN2CCOCC2)cc1 (stereo unspecified)	·	·	2%	4%	2%	1%	-1	6%	-2%	2%	-1
CCN(CC)C(=O)[C@H]1CC(CC(=O)NCCCOC)C(=O)N2CCc3c([nH]c4ccccc34)[C@]12C (stereo partly specified)	·	·	·	·	-28%	-1%	-12	·	?	-3%	7
